Screens: PubChem, The Scripps Research Institute Molecular Screening Center
TAAR1 antagonist = human TAAR1 antagonists, primary screen, Fluo-8 calcium fluorescence, CHO RD-HGA16 cells; Trace amine-associated receptor 1 (Homo sapiens), Q96RJ0; antagonist; inhibition, % at 3 µM; 1.5% of 360,000 active;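 active means inhibition above a per-plate cutoff, the mean inhibition of test compounds on that plate plus 3 SD, cut at about 49% in these data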;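 further: 0% = DMSO plus EC80 beta-PEA response and 100% = DMSO alone without agonist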
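Test system: RD-HGA16 CHO cells with stable hTAAR1 and Gα16 / Probe or stimulus: EC80 β-phenethylamine stimulus / Times: seeding 17-24 h prior, 75-min 37 °C, 30-min RT dye loading / Detection: Fluo-8 calcium-sensitive fluorescence / Read-out basis: % inhibition scaled between DMSO and EC80 PEA controls / Repeats: singlicate, one well per test compound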
CHO-K1 Ca PAM = nonselective calcium activators in parental CHO-K1 cells, primary screen, counter-screen for M1 PAM project, cell-based, Fluo-8 calcium fluorescence, full deck, 1536-well; 0.02% of 360,000 active; activation, % at 3 µM; ATP EC20; 0% at ATP EC20, 100% at ATP max;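 active means activation above the run cutoff, the mean activation of all test compounds plus 3 SD, cut at about 40% in these data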;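 further: peak over basal fluorescence ratio in a 140 s read after ATP addition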
CHO-K1 Ca antag = counter-screen for M1 antagonists: effect in parental CHO-K1 cells; inhibition, % at 3 µM; ATP-induced calcium, Fluo-8 fluorescence; AID 602250; 0.6% of 360,000 active;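 active means inhibition above a per-plate cutoff, the plate's mean sample inhibition plus 3 SD, cut at about 24% in these data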;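 further: 0% = DMSO plus EC80 ATP and 100% = DMSO alone without ATP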
OXTR potentiate = human OXTR potentiators, primary screen, fluorescence, CHO-OTR cells, Fluo-8 calcium; 0.061% of 320,000 active; activation, % at 3 µM; AID 2445, 2010; Fluo-8 calcium fluorescence, potentiator mode; 0% = oxytocin EC15, 100% = EC100; Oxytocin receptor (Homo sapiens), P30559;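 active means activation above that plate's cutoff, the mean activation of tested compounds plus 3 SD, cut at about 6.6% in these data, passing the limit was not always enough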;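 further: 100% uses oxytocin at 75 nM as the full agonist control; some results filed as inactive read as strong as hits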
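Material: human OTR in CHO cells. Compound: 3.0 µM, one dose. Timing: compound 6 min at room temperature before oxytocin, 100 s read. Evaluation: % activation of max/min ratio relative to oxytocin controls. Replication: single well per compound, singlicate. Signal: Fluo-8 calcium dye fluorescence.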
TAAR1 agonist = human TAAR1 agonists, primary screen, Fluo-8 calcium fluorescence, CHO RD-HGA16 cells | Trace amine-associated receptor 1 (Homo sapiens), Q96RJ0 | vehicle wells 0%, saturating PEA agonist 100% | activation, % at 3 µM | 0.99% of 360,000 active | AID 624467, 2012;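 active means activation above the mean activation of all test compounds in the run plus 3 SD, cut at about 38% in these data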
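Test system: RD-HGA16 (CHO) cells co-expressing Gα16 and hTAAR1; dosing: one-point dosing at 3 µM (nominal); timing: 17-24 h seeding, 75 min 37 °C dye, 30 min RT; signal: kinetic Fluo-8 calcium fluorescence; read-out basis: % activation relative to PEA EC100 response; controls: DMSO and PEA EC100; replicates: n 1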
V1R ag counter = agonists of human V1a receptor, primary screen, counter-screen for OXTR agonist project, fluorescence, CHO-V1R cells. Vasopressin V1a receptor (Homo sapiens), P37288. Fluo-8 calcium fluorescence, agonist mode; 0% DMSO, 100% 3 nM vasopressin. activation, % at 3 µM. 0.25% of 320,000 active. AID 2797, 2010;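 active means activation above the mean activation of all tested compounds plus 3 SD, per screening run, cut at about 20% in these data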;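 further: signal is peak over basal fluorescence ratio across a 100 second FLIPR read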
Target sequence (P37288 whole entry, looked up): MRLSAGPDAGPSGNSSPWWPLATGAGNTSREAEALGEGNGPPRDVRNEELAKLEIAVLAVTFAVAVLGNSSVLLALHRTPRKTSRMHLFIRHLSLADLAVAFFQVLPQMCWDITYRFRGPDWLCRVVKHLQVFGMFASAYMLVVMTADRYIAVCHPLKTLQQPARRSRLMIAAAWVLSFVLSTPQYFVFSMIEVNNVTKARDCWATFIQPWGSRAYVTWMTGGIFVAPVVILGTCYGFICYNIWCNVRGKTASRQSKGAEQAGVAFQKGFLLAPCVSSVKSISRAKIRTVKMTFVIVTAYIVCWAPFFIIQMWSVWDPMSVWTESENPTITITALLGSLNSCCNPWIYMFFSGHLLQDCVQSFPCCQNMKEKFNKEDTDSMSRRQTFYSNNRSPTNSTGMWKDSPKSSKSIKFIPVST
CHO-K1 Ca ag = counter-screen for M1 agonists: effect in parental CHO-K1 cells | Fluo-8 calcium fluorescence; scaled to maximal ATP response, vehicle zero | activation, % at 3 µM | 0.48% of 360,000 active; in the data active means activation above about 15%;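 further: untransfected CHO-K1 host cells lacking M1 receptor as counterscreen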
M1 ag = human M1 muscarinic receptor agonists, primary screen, Fluo-8 calcium fluorescence, CHO-K1 cells, HTS; Muscarinic acetylcholine receptor M1 (Homo sapiens), P11229; CHO-K1 hM1, agonist mode; 0% DMSO, 100% acetylcholine EC100; activation, % at 3 µM; 0.33% of 360,000 active; AID 588814, 2011;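 active means activation above the run's mean compound activation plus 3 SD, cut at about 16% in these data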;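 further: peak over basal fluorescence ratio within a 140 s kinetic read after compound addition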
Target sequence (P11229 whole entry, looked up): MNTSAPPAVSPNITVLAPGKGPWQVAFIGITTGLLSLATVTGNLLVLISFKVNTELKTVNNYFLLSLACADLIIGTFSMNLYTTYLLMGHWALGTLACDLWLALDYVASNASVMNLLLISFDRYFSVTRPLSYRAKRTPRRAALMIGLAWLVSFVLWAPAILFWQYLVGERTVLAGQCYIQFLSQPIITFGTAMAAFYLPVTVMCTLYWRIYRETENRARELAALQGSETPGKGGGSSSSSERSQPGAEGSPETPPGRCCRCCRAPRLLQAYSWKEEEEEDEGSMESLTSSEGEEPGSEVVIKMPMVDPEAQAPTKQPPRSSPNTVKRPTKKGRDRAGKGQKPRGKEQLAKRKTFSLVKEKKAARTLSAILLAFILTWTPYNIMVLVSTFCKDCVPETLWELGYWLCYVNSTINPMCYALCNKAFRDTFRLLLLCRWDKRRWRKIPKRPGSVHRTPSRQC
CHO parental Ca = ATP-evoked calcium signal inhibitors, parental CHO, primary screen, counter-screen for OX1R antagonist project, cell-based, fluorescence, Fluo-8 calcium dye. parental CHO-K1, ATP-induced calcium, Fluo-8 fluorescence. inhibition, % at 5.6 µM. 0.63% of 330,000 active;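 active means inhibition above that plate's mean sample inhibition plus 3 SD, cut at about 26% in these data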;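 further: 0% = ATP-challenged DMSO wells and 100% = DMSO wells without ATP; some compounds past the cut are filed as inactive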
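Material: Parental CHO cells | Reagent: ATP | Compound dosing: Single nominal dose of 5.6 µM per compound | Detection: Intracellular calcium via Fluo-8 no-wash fluorescent dye | Read-out: % inhibition of ATP-induced calcium mobilization | Benchmarks: Low control ATP plus DMSO, high control DMSO only | Replicates: Singlicate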
* = called active by the depositor; nt = no result given.

SMILES | TAAR1 antagonist | CHO-K1 Ca PAM | CHO-K1 Ca antag | OXTR potentiate | TAAR1 agonist | V1R ag counter | CHO-K1 Ca ag | M1 ag | CHO parental Ca
COc1cc(/C=C/c2ccc3cccc(O)c3n2)cc(OC)c1OC | 36 | 11 | 2 | -8 | -1 | -0.9 | 1.9 | -4 | 16
COC(=O)c1ccc(CNC(=O)c2c3c(nc4ccccc24)CCN(Cc2ccccc2)C3)cc1 | 21 | 3 | -9 | -6 | 11 | -0.9 | 5.1 | -4 | -17
Cc1ccc2cc(CN(CC3CCCO3)C(=O)C(C)C)c(=O)[nH]c2c1 (configuration not stated) | 2 | 10 | -10 | 1 | 1 | 0.3 | 0.1 | -3 | -4
O=C(O)c1cccc(S(=O)(=O)Nc2ccc(O)cc2Sc2nc3ccccc3s2)c1 | -11 | 3 | 6 | -4 | 4 | 0.0 | -0.4 | -5 | -22
O=C(C[n+]1cc(-c2ccc(F)cc2)n2c1CCC2)N1c2ccccc2Sc2ccccc21 | 3 | 27 | -12 | 1 | 1 | -0.6 | 0.8 | -7 | -8
COc1ccc(/C=C/c2c(-c3ccc(OC)cc3)oc3cccnc23)cc1 | 15 | 7 | -9 | -7 | 7 | 1.6 | -0.8 | -3 | -17
Cc1nc(C)n(CC(=O)N2CCCC(C(=O)c3ccc(C(F)(F)F)cc3)C2)n1 (configuration not stated) | -13 | 21 | -4 | -9 | 6 | 1.5 | 1.7 | -7 | -6
CN(C)S(=O)(=O)N1CCN(CC(O)COc2ccc(C(=O)c3ccccc3)cc2)CC1 (configuration not stated) | 17 | -1 | 12 | -19 | 16 | 8.9 | 6.0 | 0 | 6
O=C(NCCc1c[nH]c2ccccc12)C1CCC(Cn2c(=S)[nH]c3ccccc3c2=O)CC1 (configuration not stated) | 10 | 13 | 7 | -6 | 16 | 0.8 | 2.6 | -4 | -17
COc1cc(NC(=O)Cn2ccsc2=N)c(C)cc1[N+](=O)[O-] | 6 | 14 | -10 | -5 | 2 | -0.8 | -0.3 | -6 | -6
Cc1ccc(S(=O)(=O)c2cc3ccc(O)cc3oc2=O)cc1C | 4 | 10 | -5 | -18 | 1 | 7.5 | 8.9 | 2 | 7
Cc1cc2cc(CNC(=S)Nc3ccc(OC(F)(F)F)cc3)ccc2n1C | -4 | 21 | 4 | -8 | 4 | -0.7 | 0.9 | -8 | -5
COCCN(C(=O)c1csnn1)C(C(=O)NC1CCCC1)c1ccccc1 (configuration not stated) | 9 | 18 | -13 | 0 | -1 | -0.5 | 0.5 | -3 | -18
Cc1cc(Oc2ccc(C#N)cc2)nc(N2CCOCC2)n1 | -3 | -11 | 11 | -5 | 10 | -1.2 | 0.1 | -4 | -6
Cc1csc(NC(=O)CSc2nc3ccccc3c3c2CCCC3)n1 | -35 | 5 | 0 | -11 | 3 | 0.6 | 0.0 | -6 | -24
COc1c(C)cc(C(=O)C2CCCN(C(=O)Cn3ccc(C)n3)C2)cc1C (configuration not stated) | -24 | 20 | -15 | -11 | 2 | 0.9 | 1.4 | -5 | -18
COC(=O)c1sccc1-n1cccc1C(=O)C(=O)Nc1ccc(F)cc1 | -11 | -14 | 10 | -7 | 4 | -1.7 | 0.7 | -5 | -14
COc1ccc(NC2CCCN(C(=O)C3(C)CCCCC3)C2)cc1OC (configuration not stated) | -13 | 9 | -13 | -3 | 0 | 2.0 | 2.8 | -1 | -32
O=P(O)(Cc1ccccc1)Cc1ccccc1 | -8 | 16 | -8 | -4 | 0 | 1.7 | 0.2 | -3 | -5
CCn1c(SCC(=O)Nc2nc(-c3ccc(C)cc3)cs2)nnc1-c1ccccc1O | 35 | 14 | 4 | -18 | 7 | 5.5 | 3.1 | -1 | 33*

As a working copy, some entries already given.
SMILES | TAAR1 antagonist | CHO-K1 Ca PAM | CHO-K1 Ca antag | OXTR potentiate | TAAR1 agonist | V1R ag counter | CHO-K1 Ca ag | M1 ag | CHO parental Ca
COc1cc(/C=C/c2ccc3cccc(O)c3n2)cc(OC)c1OC | 36 | 11 | 2 | -8 | -1 | -0.9 | 1.9 | -4 | 16
COC(=O)c1ccc(CNC(=O)c2c3c(nc4ccccc24)CCN(Cc2ccccc2)C3)cc1 | 21 | 3 | -9 | -6 | 11 | -0.9 | 5.1 | -4 | -17
Cc1ccc2cc(CN(CC3CCCO3)C(=O)C(C)C)c(=O)[nH]c2c1 (configuration not stated) | 2 | 10 | -10 | 1 | 1 | 0.3 | 0.1 | -3 | -4

Next records
SMILES | TAAR1 antagonist | CHO-K1 Ca PAM | CHO-K1 Ca antag | OXTR potentiate | TAAR1 agonist | V1R ag counter | CHO-K1 Ca ag | M1 ag | CHO parental Ca
COc1ccc(NS(=O)(=O)c2cccc(C(=O)OCC(=O)NC3CC3)c2)cc1 | -23 | 1 | -1 | nt | 3 | nt | 0.7 | 1 | nt
C=CCN(CC=C)CCOc1cccc2ccccc12 | -5 | 2 | 1 | -1 | 8 | 0.8 | -0.3 | -9 | -11
CCCn1c(=O)c(C(=O)NCc2ccccc2)c(O)c2ccccc21 | -16 | 1 | -2 | 6 | 2 | 1.0 | 0.2 | -2 | -13
Cc1ccc(-n2c(O)c(C=NC3CCS(=O)(=O)C3)c3ccccc3c2=O)c(C)c1 (configuration not stated) | -4 | 5 | 1 | -8 | 1 | 0.3 | 5.1 | 0 | -10
Cc1cccc(-n2ncc3c2CCCC3NC(=O)CCN2CCCO2)c1C (configuration not stated) | -9 | -13 | 2 | -10 | 2 | 5.8 | 2.3 | 1 | 2
Cc1cccn2c(=O)c(/C=C(\C#N)C(=O)NCc3ccco3)c(N3CCCCCC3)nc12 | -4 | -2 | -8 | -8 | 0 | -2.2 | 0.3 | -9 | -27
Cc1cccc(C2=N/C(=C\c3cccs3)C(=O)O2)c1 | 12 | 3 | -11 | 1 | 13 | 1.3 | -0.2 | 0 | -12
O=C(CN1CCC(NC(=O)c2ccccc2Cl)CC1)NCc1ccco1 | 5 | 19 | -16 | -7 | 2 | 1.3 | 0.7 | -5 | 0
CCn1c(C)c(C(=O)c2ccccc2)c(C#N)c1C(=O)O | -13 | 4 | -13 | -6 | 1 | 1.3 | 0.7 | -7 | -5
CCC(C)C(=O)N1CCc2cc(-c3csc(N)n3)ccc21 (configuration not stated) | 6 | 7 | 9 | -2 | 6 | -0.1 | -0.4 | 1 | -10
C#Cc1ccc(C(=O)NCc2ccc(N3CCCC3=O)cc2)cc1 | -22 | 6 | 6 | -6 | 1 | 0.7 | 4.6 | -4 | -7
COc1nccnc1NS(=O)(=O)c1ccc(NC(=S)NC(=O)c2ccccc2)cc1 | -21 | 27 | -9 | -4 | 2 | 0.4 | 0.9 | -6 | 0
N#C/C(=N\Nc1c(Cl)cccc1Cl)C(=O)NN | 0 | 20 | -12 | -11 | 2 | 0.1 | -0.7 | -5 | 0
CCOCCCNC(=S)N1CCN(c2nc(-c3ccc(F)cc3)cs2)CC1 | 48 | -2 | 3 | -13 | 3 | 3.6 | 7.7 | 0 | 14
O=C(Nc1ccccc1C(=O)N/N=C/c1ccco1)c1ccccc1 | 18 | 4 | 10 | -6 | 1 | 1.1 | 0.9 | -4 | 0
COc1ccc(CNC(=O)c2[nH]c(C(F)(F)F)nc2-c2ccccc2)cc1 | 1 | 5 | -9 | nt | 4 | nt | 2.7 | 0 | nt
CC(C)CCn1c(SCC(=O)c2ccccc2)nc2c1c(=O)[nH]c(=O)n2C | 13 | -5 | 13 | -14 | 16 | -0.6 | -0.2 | -2 | 0
Cc1ccc(NC(=O)CC(C)S(=O)(=O)c2ccc3c(c2)NC(=O)CO3)cc1C (configuration not stated) | 19 | 1 | -6 | -8 | 2 | 2.8 | 3.0 | -3 | -15
COc1cc(OC)cc(-c2sc3ccc(OC)cc3c2C#CCO)c1 | 30 | -6 | -7 | -4 | 6 | -0.2 | -0.2 | -4 | -21
COc1ccc(CCNc2c3ccccc3nc3ccccc23)cc1OC | -5 | -8 | -2 | -9 | 12 | 0.8 | 0.0 | -6 | -2
Cc1ccsc1CNn1cnnc1SCc1ccccc1F | 21 | 14 | -3 | -4 | 2 | 0.2 | 1.1 | -5 | -5
CCOc1ccccc1OCCCC(=O)NNC(=O)c1ccc(F)cc1 | -2 | 8 | -9 | 1 | 0 | -0.9 | 0.0 | 2 | -12
Cc1cc(C(=O)C(C)OC(=O)c2ccc(NC(=O)CC#N)cc2)c(C)n1-c1ccccc1 (configuration not stated) | 1 | 6 | 8 | -12 | 0 | 1.7 | 0.8 | -2 | -3
CC(C)(C)c1ccc(OCc2ccc(C(=O)N3CCOCC3)o2)cc1 | 3 | 17 | 1 | -13 | 5 | 5.7 | 8.3 | -1 | -4
O=C(Nc1ccc(Oc2ccccc2)cc1)c1ccc(Cn2c(=O)[nH]c3ccsc3c2=O)cc1 | 6 | -9 | 5 | -9 | 1 | -0.3 | -0.7 | 1 | 0
CCOc1ccc2[nH]c(=O)c(C(c3nnnn3C3CCCCC3)N3CCN(C)CC3)cc2c1 (configuration not stated) | -12 | -5 | 6 | -13 | 6 | -0.8 | 0.3 | -5 | -17
Cc1ccccc1C(=O)NCC(=O)NC1CC1 | -30 | 3 | -13 | 0 | 0 | 1.0 | 0.3 | -3 | -3
O=C(NCCc1ccccc1)C1CCN(C(=O)N2CCOc3ccccc32)CC1 | -15 | 19 | -8 | -8 | 18 | 1.2 | 3.6 | -1 | -7
CC1=C(C)C(=O)C(CCCCC#CCCCC#CCO)=C(C)C1=O | nt | 12 | 0 | -4 | nt | 4.3 | 5.4 | 3 | -9
Nc1nc(-c2ccccc2)[nH]c(=O)c1N | -13 | -6 | 8 | -3 | 5 | -0.4 | 0.2 | -5 | 3
COC(=O)c1ccccc1S(=O)(=O)Nc1ccc2cn[nH]c2c1 | 16 | 11 | -3 | -10 | 16 | 0.5 | 1.1 | -1 | 10
CC(C)CC(COCc1cccc(Cl)c1)N1CCN(C(=O)c2cccc(C(F)(F)F)c2)CCC1=O (configuration not stated) | 19 | 8 | -16 | -10 | 8 | -0.6 | 0.3 | -5 | -18
COc1ccc(/C=C/C(=O)NC2CCN(Cc3ccccc3)CC2)cc1OC | 15 | 1 | -17 | -2 | 1 | 0.6 | 0.5 | -8 | -10
